zVAD death inh: L929 zVAD cell death inhibition; hit rate 0.38% among 220,000; AID 1377; viability rescue, % at 10 µM; L929 zVAD necroptosis rescue, ATP luminescence, 24 h; with zVAD 60 µM;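 active = activation, scaled between plate controls, above about 75%, limit read from the data; inactive = activation under that limit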;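 also: 0% = zVAD with DMSO and 100% = DMSO alone without zVAD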
14-3-3 Bad PPI: disrupts binding of bovine 14-3-3 zeta to phospho-Bad peptide; P63103; hit rate 0.71% among 220,000; inhibition, % at 21.7 µM; TR-FRET 14-3-3zeta/Dy647-pBad peptide displacement, 1 h; AID 781;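 active = inhibition above about 70%, limit read from the data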;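 also: 0% = full 14-3-3 plus peptide FRET controls and 100% = background without 14-3-3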
p47phox inh: inhibitors of human p47phox binding | P14598 | p47phox/p22phox peptide binding, fluorescence polarization, 2 h | inhibition, % at 24.7 µM | hit rate 0.53% among 220,000 | AID 1274;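 active = inhibition above about 30%, limit read from the data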;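 also: 0% = p47phox with labelled peptide and 100% = labelled peptide alone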
Target sequence (P14598 whole entry, looked up): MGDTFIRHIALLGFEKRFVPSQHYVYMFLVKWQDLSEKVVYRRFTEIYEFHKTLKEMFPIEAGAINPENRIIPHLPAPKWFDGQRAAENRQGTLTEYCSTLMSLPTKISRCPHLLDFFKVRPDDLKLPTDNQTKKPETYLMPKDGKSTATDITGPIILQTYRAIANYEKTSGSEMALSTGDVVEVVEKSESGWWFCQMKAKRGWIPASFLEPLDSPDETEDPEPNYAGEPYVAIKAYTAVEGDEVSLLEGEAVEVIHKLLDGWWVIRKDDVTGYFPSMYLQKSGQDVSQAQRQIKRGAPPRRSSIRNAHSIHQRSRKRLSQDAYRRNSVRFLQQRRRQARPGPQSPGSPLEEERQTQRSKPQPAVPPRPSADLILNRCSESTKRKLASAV
TbHK1 inh: T. brucei hexokinase 1 inhibition | AID 1430 | inhibition, % at 10 µM | hit rate 0.11% among 220,000 | recombinant TbHK1, G6PDH-coupled NADH A340;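 active = inhibition of 50% or more in the single-dose primary screen; inactive = inhibition below 50%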
Hck Nef HTS: human Hck-Nef kinase inhibition | Recombinant Hck-YEEI plus Nef, Z-Lyte FRET kinase assay | inhibition, % at 20 µM | hit rate 0.68% among 220,000 | AID 463187;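 active = Hck-Nef kinase inhibition above about 50%, limit read from the data; inactive = inhibition below that limit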;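 also: 0% = DMSO with Hck plus Nef and 100% = Hck alone without Nef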
Mdm2 ligase inh: inhibitors of human Mdm2 E3 ubiquitin ligase | Q00987 | cell-based MDM2 ubiquitination luciferase reporter, 2 h; 0 = plate control, 100 = twice control, blank-subtracted | signal enhancement, % at 5 µM | hit rate 0.11% among 210,000;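 active = signal enhancement of 30% or more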;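 also: luminescence tracks abundance of the self-degrading MDM2-luciferase fusion protein; higher signal means inhibition of MDM2 E3 ligase activity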
Target sequence (Q00987 whole entry, looked up, the tested form may be a part): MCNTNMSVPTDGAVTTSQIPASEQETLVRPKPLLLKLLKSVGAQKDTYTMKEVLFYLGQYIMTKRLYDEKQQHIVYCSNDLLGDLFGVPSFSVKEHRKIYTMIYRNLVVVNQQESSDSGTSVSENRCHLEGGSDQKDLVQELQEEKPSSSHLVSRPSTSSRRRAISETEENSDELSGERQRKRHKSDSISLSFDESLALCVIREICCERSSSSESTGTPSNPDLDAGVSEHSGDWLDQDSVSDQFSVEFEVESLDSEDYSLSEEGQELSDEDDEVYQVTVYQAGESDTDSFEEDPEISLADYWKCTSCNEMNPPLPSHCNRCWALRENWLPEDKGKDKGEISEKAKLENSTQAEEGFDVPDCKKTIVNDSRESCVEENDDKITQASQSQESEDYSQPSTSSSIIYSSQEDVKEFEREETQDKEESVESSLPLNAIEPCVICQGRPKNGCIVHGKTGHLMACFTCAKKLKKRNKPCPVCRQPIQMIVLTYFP
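test system = mammalian cells stably expressing self-ubiquitinating, self-degrading MDM2 E3–luciferase fusion | quantity = 2000 cells/well | incubation = cell settling 4 h, compound treatment 2 h, both 37 °C | signal = luminescence with SteadyLite reagent, 15 min at room temperature | evaluation = % enhancement relative to plate controls after blank subtraction | benchmarks = plate controls and plate blanks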
EBV gp42 inh: EBV gp42 inhibition; Q1HVG2; Fluorescence polarization binding assay, mP read-out; inhibition, % (tested at 21.74 µM); hit rate 0.42% among 220,000; in the data active = inhibition above about 50%
Target sequence (Q1HVG2 whole entry, looked up): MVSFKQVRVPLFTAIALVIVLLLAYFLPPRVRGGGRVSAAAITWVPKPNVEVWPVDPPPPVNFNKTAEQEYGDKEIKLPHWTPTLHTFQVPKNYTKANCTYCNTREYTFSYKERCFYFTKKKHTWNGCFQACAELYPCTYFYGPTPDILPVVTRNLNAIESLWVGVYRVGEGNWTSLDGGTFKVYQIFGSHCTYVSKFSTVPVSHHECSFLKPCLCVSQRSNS
Runt-CBFb FRET: inhibitors of human RUNX1 Runt domain binding to CBFb | hit rate 0.46% among 220,000 | Q01196+Q13951 | Cerulean-Runt/Venus-CBFb FRET ratio 530/480, 1 h | AID 1496 | inhibition, % at 20 µM;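 active = inhibition over about 50% at 20 µM in the single-dose screen, limit read from the data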;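 also: 0% = DMSO wells and 100% = excess unlabeled CBFb competitor control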
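System: Cerulean-labeled Runt domain protein | Quantity: 100 nM of each labeled protein | Schedule: 1 h compound exposure, room temperature | Detection: Fluorescence energy transfer, 422 nm excitation, 530/480 nm emission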
Runt-SMMHC FRET: Runt domain-CBFb-SMMHC interaction inhibition. Q01196+Q13951. Cerulean-Runt/Venus-CBFb-SMMHC FRET ratio 530/480, 1 h. inhibition, % at 20 µM. hit rate 0.74% among 220,000. AID 1434;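 active = mean inhibition across duplicate retests at 20 µM reaching about 50%, limit read from the data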;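 also: 0% = DMSO wells and 100% = wells with excess untagged CBFb-SMMHC; inhibitors lower the FRET ratio by blocking Runt binding to CBFb-SMMHC; some results filed as inactive read as strong as hits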
* marks the source's active call; other numbers are inactive results; x = not tested or not shown; [ ] = another dose, or the depositor's remark.

SMILES	zVAD death inh	14-3-3 Bad PPI	p47phox inh	TbHK1 inh	Hck Nef HTS	Mdm2 ligase inh	EBV gp42 inh	Runt-CBFb FRET	Runt-SMMHC FRET
CC(C)=CC(=O)Nc1ccccc1C(N)=O	0.9	-7	7	3	2	-19	-1	1	-9
CC(=O)Nc1ccc(/C=N/N2C(C)CCCC2C)cc1 (configuration not stated)	0.2	2	-2	9	18	-3	-3	2	0
CCOC(=O)c1c(C)n(C)c2ccc(OCC(N)=O)cc12	-0.3	7	-7	1	-40	-14	13	2	1
C/C(=N\NC(=O)CN(c1ccc(Oc2ccccc2)cc1)S(C)(=O)=O)C(C)(C)C	-0.5	-12	-10	-8	-12	-6	-3	-1	2
Cc1ccc(NC(=O)N2CCC(O)(c3ccc(Cl)cc3)CC2)cc1	-0.1	-1	-4	2	-1	-6	-2	2	1
CCOC(=O)c1[nH]c(C)c(/C(O)=C2\C(=O)C(=O)N(CCN3CCOCC3)C2c2ccco2)c1C (configuration not stated)	3.9	0	1	-23	-6	-10	0	1	2
Cc1cccc(N(CC(=O)O)CC(=O)O)c1	0.1	-21	-5	13	3	-8	-19	0	-2
O=c1n(-c2ccc(Br)cc2)cnn1-c1ncccc1[N+](=O)[O-]	-0.1	-1	-3	1	3	-17	-5	0	1
CCOC(=O)c1cnc2c(Cl)c(Cl)ccc2c1N1CCN(C)CC1	0.1	-11	-15	-12	1	-17	8	-4	4
O=C(NC1CCCC1)C(c1ccccn1)N(C(=O)c1csnn1)C1CCCCC1 (configuration not stated)	0.1	12	0	-3	0	-13	-11	-4	-2

Sorted by the number under Hck Nef HTS (low to high): 5 of the compounds above.
SMILES | 14-3-3 Bad PPI | p47phox inh | TbHK1 inh | Hck Nef HTS | Mdm2 ligase inh | EBV gp42 inh | Runt-CBFb FRET | Runt-SMMHC FRET
CCOC(=O)c1[nH]c(C)c(/C(O)=C2\C(=O)C(=O)N(CCN3CCOCC3)C2c2ccco2)c1C (configuration not stated) | 0 | 1 | -23 | -6 | -10 | 0 | 1 | 2
O=C(NC1CCCC1)C(c1ccccn1)N(C(=O)c1csnn1)C1CCCCC1 (configuration not stated) | 12 | 0 | -3 | 0 | -13 | -11 | -4 | -2
CCOC(=O)c1cnc2c(Cl)c(Cl)ccc2c1N1CCN(C)CC1 | -11 | -15 | -12 | 1 | -17 | 8 | -4 | 4
CC(C)=CC(=O)Nc1ccccc1C(N)=O | -7 | 7 | 3 | 2 | -19 | -1 | 1 | -9
CC(=O)Nc1ccc(/C=N/N2C(C)CCCC2C)cc1 (configuration not stated) | 2 | -2 | 9 | 18 | -3 | -3 | 2 | 0

(next part)
SMILES	zVAD death inh	14-3-3 Bad PPI	p47phox inh	TbHK1 inh	Hck Nef HTS	Mdm2 ligase inh	EBV gp42 inh	Runt-CBFb FRET	Runt-SMMHC FRET
CC1CCC(NC(=O)C(NC(=O)c2ccccc2)C(C)C)CC1 (configuration not stated)	-0.2	-3	4	-4	14	-7	-17	-1	-2
Cc1ccc(O)c(CC(C)C)n1	0.3	-19	-7	-10	1	1	-7	-1	-1
O=C1CCCN1S(=O)(=O)c1ccccc1	0.8	-4	-18	1	0	-2	-12	0	-3
Cc1ccc(-n2cc(CNCCCN3CCCC3=O)c(-c3ccc(F)cc3)n2)cc1	0.7	-7	-1	2	2	-25	-8	-1	-6
Cc1ccc(-c2cc(O)cc3sc(=O)oc23)cc1C	0.2	8	-4	19	15	-28	7	20	2
CCOC(=O)CSc1nc(CC)nc2ccccc12	5.6	10	-5	-12	0	-19	-7	1	4
CC(C)OC(=O)c1ccc(NC(=O)C2C3CC4OC(=O)C2C4C3)cc1 (configuration not stated)	-0.1	3	-2	1	11	-14	-6	-1	4
CCOC(=O)CC(=O)CSc1nc2ccc(OC)cc2cc1C	0.5	-1	1	0	22	-15	0	-5	-8
CCn1c(SCC(=O)Nc2nccs2)nnc1-c1ccccc1	1.5	-2	-3	0	2	-3	-20	1	2
CCc1ccc(CNc2ccc3c(c2)ncn3C)cc1	0.7	x	4	-3	-1	-1	-5	0	4
CCOC(=O)C1CCCN(c2c(N3CCN(c4cccc(Cl)c4)CC3)c(=O)c2=O)C1 (configuration not stated)	-0.1	5	2	-15	13	-3	-12	-3	-6
O=C(O)c1ccc2c(c1)C(=O)N(c1ccc(/C=C/C(=O)c3ccccc3)cc1)C2=O	-0.8	-12	-11	-12	31	4	-21	-9	-15
COc1ccc(NS(=O)(=O)c2cccc(N3CC(O)=C(c4ccccc4)C3=N)c2)cc1	1.3	-4	-5	2	2	-9	5	1	0
COC(=O)c1ccc2c(=O)n(CCCCCC(=O)N3CCN(c4ccc(F)cc4)CC3)c(=O)[nH]c2c1	0.6	11	-11	1	1	-10	-14	-10	2
CC(C)CC(c1nnnn1C1CCCC1)N1CCC(C(N)=O)CC1 (configuration not stated)	-0.8	7	-1	7	12	-14	8	0	-3
O/N=C/c1ccc(OCC(O)COc2ccc(/C=N/O)cc2)cc1	-0.8	-4	-4	-5	1	-18	-20	1	1
CC(C)(C)[C@H]1C=C(C(=O)N2CCN(Cc3ccccc3)CC2)O[C@@H](OCCCCO)C1	0.2	3	x	-16	-5	x	-13	-4	-4
O=[N+]([O-])c1cccc(/C([O-])=C(/C(=S)Nc2ccccc2)[n+]2ccccc2)c1	-0.2	20	0	-17	12	-3	-6	5	-4
COc1ccc(C2N(C(=O)c3ccccc3)CCN2C(=O)c2ccccc2)cc1	-0.6	6	-3	-1	-6	-20	3	2	-4
Cc1cccc(NC(=O)CCS(=O)(=O)c2cccc3nsnc23)c1C	0.5	-1	-6	-4	0	1	-14	-1	-10
COc1ccc([N+](=O)[O-])cc1N1C(=O)c2cccc3cccc(c23)C1=O	-0.1	3	-5	6	11	-4	5	-5	2
CC(=O)/C(C#N)=C1\NC(=O)C(Cc2ccccc2Cl)S1 (configuration not stated)	1.6	74*	-11	-47	3	-14	-7	x	-6
COc1ccc(Cl)cc1NC(=O)CCN1CCN(c2ccccc2C)CC1	2.3	14	-12	-2	0	-12	-6	2	3
CCOc1cc(/C=N/N2C(=O)NC3(CCCCC3)C2=O)cc(Br)c1O	0.6	-4	-14	-31	10	-8	7	4	0
O=C(Nc1cccc(C(F)(F)F)c1)C1CCCN1S(=O)(=O)c1cccc2cccnc12 (configuration not stated)	0.0	-9	-12	5	1	-12	-10	-4	1
CC(C)Cc1nnc(NC(=O)CCc2c[nH]c3ccccc23)s1	3.4	-11	-12	7	15	6	-18	2	3
CC(C)C(C(=O)OCC(=O)c1cccc([N+](=O)[O-])c1)N1C(=O)[C@@H]2[C@H]3CC[C@H](C3)[C@@H]2C1=O (some centres not stated)	0.0	7[fluorescence artefact?]	-12	1	4	13	-22	-1	1
CC(=O)Nc1ccccc1NC(=O)CN(C)S(=O)(=O)c1ccc(C)cc1	0.3	6	-7	1	1	-13	-19	-1	-1
Cc1c(NC(=O)COC(=O)c2ccc(F)c(S(=O)(=O)N3CCOCC3)c2)c(=O)n(-c2ccccc2)n1C	1.1	3	-2	1	1	-4	-5	0	-5
c1ccc2sc(NN=C3CCCC3)nc2c1	15	-19	-6	-3	29	-10	-4	9	2
COc1cc(C(=O)NNC(=O)c2cc(C)[nH]n2)cc(OC)c1OC	0.2	-2	-1	-3	-18	-9	-10	1	-1
CCCC(=O)N(c1ccccc1)C1C=CS(=O)(=O)C1 (configuration not stated)	0.7	14	6	8	11	-17	6	0	1
Fc1ccc(Nc2nc(-c3ccncc3)cs2)cc1	72	-7	-7	-6	21	0	-11	-4	-4
Cc1ccc(-c2nnn(C/C(N)=N/O)n2)cc1	4.9	-6	1	-1	21	6	-28	x	x
Cc1ccc(-c2nc(CN3CCCCC3CCN3CCCC3=O)c(C)o2)o1 (configuration not stated)	0.0	-11	-18	-6	28	-3	-19	x	x
CCCNC(=O)C(NS(=O)(=O)c1cccc2nsnc12)c1ccccc1 (configuration not stated)	1.1	12[fluorescence artefact?]	-11	-11	-2	-14	-9	-2	1
CCOC(=O)c1cccc(NC(=O)C2(S(=O)(=O)c3ccc(C)cc3)CC2)c1	1.3	-5	-10	-5	1	7	-6	-2	-2
Cc1cc(C(=O)CCl)c(C)n1-c1cccc([N+](=O)[O-])c1	-2.5	-9	-7	0	28	-28	-12	3	0
C=CCc1ccccc1OCCSc1nc2ccc([N+](=O)[O-])cc2s1	0.0	-7	-53	-2	2	-3	-20	0	4
COC(=O)C1C2C=CC3(CN(c4cccc(C)c4)C(=O)C13)O2 (configuration not stated)	0.7	2[fluorescence artefact?]	-4	8	0	1	-14	0	2
CC(=O)c1cc2c(s1)-c1cc(F)ccc1OC2	0.2	-17	-5	-21	-40	-3	19	-54	88*
Cc1cc(SCC(=O)c2cccs2)n2nc(C)c(-c3ccccc3)c2n1	1.1	11	-57	-14	1	-4	-22	2	2
O=C(O)C1CCCCC1C(=O)N1CCCC1 (configuration not stated)	14	-8	0	-1	23	3	8	-1	0
CN(C)CCN(C(=O)CCc1ccccc1)c1nc2c(F)cc(F)cc2s1	1.0	-15	-7	2	18	-6	3	-1	-3
COc1ccc(N2CCN(C(=O)CNS(=O)(=O)c3ccc(C)c(C)c3)CC2)cc1	0.1	-1	1	3	2	-13	-4	0	2
COc1ccc(N(CC(=O)NCc2ccccc2)S(=O)(=O)c2c(C)noc2C)cc1	-0.2	6	-4	5	-1	-4	-1	-2	-1
Oc1ccccc1C1CC(c2cccs2)=NC(c2cccc(Br)c2)N1 (configuration not stated)	-0.2	3	-5	-12	0	-15	4	10	13
Cc1ccnc2nc(C(=O)OCCOc3ccc(Cl)cc3)nn12	0.8	-10	-22	3	16	-4	-8	-1	-1
O=c1c(-c2ccc(Cl)cc2)[n+]([O-])c2ccccc2n1OCc1ccccn1	0.0	-5	5	-5	2	-5	-14	-3	-4
Cc1cc(NC(=O)COC(=O)c2n[nH]c3ccccc23)no1	-0.1	-2	-20	5	1	-9	-19	-4	-1

The list goes on, overlapping the part above by two compounds.
SMILES	zVAD death inh	14-3-3 Bad PPI	p47phox inh	TbHK1 inh	Hck Nef HTS	Mdm2 ligase inh	EBV gp42 inh	Runt-CBFb FRET	Runt-SMMHC FRET
O=c1c(-c2ccc(Cl)cc2)[n+]([O-])c2ccccc2n1OCc1ccccn1	0.0	-5	5	-5	2	-5	-14	-3	-4
Cc1cc(NC(=O)COC(=O)c2n[nH]c3ccccc23)no1	-0.1	-2	-20	5	1	-9	-19	-4	-1
COc1ccc2[nH]c(CN3CCN(C(C)C)C(CCO)C3)c(C)c2c1 (configuration not stated)	0.9	0	-9	1	7	-11	-2	-2	0
Cn1c(CSc2ncn[nH]2)nc2ccccc21	0.8	11	-1	-5	-1	18	-14	0	-1
Cc1cc2c3c(c1C)C1(C(=O)N3C(C)(C)CC2C)C(C#N)=C(N)Oc2n[nH]c(C)c21 (configuration not stated)	-0.2	10	-3	-4	-1	0	-7	-2	-1
CCCc1nc(N2CCOCC2)c2sc(=S)n(-c3ccccc3)c2n1	-0.1	5	-8	-8	-1	-17	-14	2	-6
CCc1cc2c(=O)c(-c3ccon3)c(N)oc2cc1OC	4.7	4	-3	0	0	6	-21	1	0
C/C(=N\N1C(=O)c2ccccc2NC1c1ccccc1)c1ccccc1O (configuration not stated)	0.6	-17	-3	-11	22	-18	-3	-2	-2
CCOC(=O)C1(CC2CC2)CCN(Cc2cc(Cl)c(O)c(OC)c2)CC1	-0.7	-7	1	-2	23	-6	-4	4	3

Hits appear at their usual frequency; overall some 3.2% were active at least once.
